High-throughput results deposited in PubChem BioAssay by National Center for Advancing Translational Sciences (NCATS).
MCF10A rerep – induces DNA re-replication in MCF 10a normal breast cells; 350,000 tested, 2.9% active; Potency, µM (doses to about 46.1 µM), without a hit: at the highest dose activity, positive = re-replication, most hits filed as activators; MCF 10A DNA re-replication, Hoechst nuclear intensity, 48 h; AID 624296; further: potency means the concentration at half of the fitted maximal effect; % of control where 0% means no effect; nearly all actives have a fitted effect of over 50% in size
IL-1B inflam inh – inhibitors of inflammasome signaling (IL-1 beta secretion) | activity change, % at 57.5 µM | 360,000 tested, 4.7% active | THP-1 LPS/ATP IL-1B secretion, AlphaLISA, 16 h; active compounds read low; in the data active means activity change below about -50%; inconclusive means mostly about -30% to -49%; further: on the % scale 0 is the no-effect control and ±100 the full control effect
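Secreted IL-1B measured by AlphaLISA bead assay after 16 h compound exposure of THP-1 cells; compounds (final up to 57.5 uM) added 1 h before LPS (250 ng/mL) and ATP (1.25 mM) stimulation; lower signal means less secretion.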
HepG2 tox – HepG2 cytotoxicity, counter-screen for TGF-b inhibitors. Potency, µM (doses to about 46.1 µM), without a hit: at the highest dose activity change, negative = cytotoxicity, hits mostly cytotoxic. HepG2 CAGA-GFP viability, ATP luminescence, 18 h. 410,000 tested, 0.76% active. AID 588856; further: potency means the concentration at half of the fitted maximal effect; some results filed as inactive show a strong effect at the top dose
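CellTiter-Glo luminescence gave cytotoxicity after 18 hours at 37 degrees C. The cells were HepG2 CAGA-GFP in 1% FBS DMEM, stimulated with 500 pg/mL TGF-beta after compound addition. %Activity was normalised to no-cell wells (complete cell-killing) and DMSO (no toxicity), and curves were fitted and classified.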
Nrf2 block – inhibitors of Nrf2 signaling; Potency, µM (top dose mostly 46 µM), inactives show top-dose activity change, negative = inhibition, hits mostly inhibitors; AID 504444; A549 ARE-Fluc reporter, luciferase luminescence, 18-24 h; 360,000 tested, 2.1% active; further: potency means the concentration at half of the fitted maximal effect; on the % scale 0 is the no-effect control and ±100 the full control effect; nearly all actives have a fitted effect of over 60% in size
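A549 ARE_Fluc cells, 5000/well, 5% FBS OPTI-MEM; compounds in dose-response, 18-24 h at 37 °C/5% CO2; CellTiter-Fluor viability read (Ex 405/Em 525), then BugLite luciferase luminescence = Nrf2 activity.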
TGFb inhibitor – TGF-b pathway inhibition | 410,000 tested, 1.2% active | Potency, µM (titrated, usually from 46.1 µM), inactives show top-dose activity, negative = inhibition, actives largely listed as inhibitors | HepG2 CAGA-GFP TGF-b/SMAD3 reporter, GFP fluorescence, 18 h; TGF-beta stimulated, 500 pg/mL final; further: potency means the concentration at half of the fitted maximal effect; on the % scale 0 is the no-effect control and ±100 the full control effect; nearly all actives have a fitted effect of over 65% in size
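HEPG2 CAGA-GFP reporter cells (1000/well, DMEM with 1% FBS) received compounds, then recombinant TGF-beta at 500 pg/mL final for 18 hours at 37 degrees C. Per-cell GFP summed per well was normalised to unstimulated and stimulated DMSO controls before curve fitting.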
A549 tox – kills or reduces viability of A549 cells in Nrf2 counter-screen; A549 ARE-Fluc cells, CellTiter-Fluor viability, 18-24 h; Potency, µM (highest dose often 46 µM), inactives show at the top dose activity change, negative = cytotoxicity, most hits filed as inhibitors; 390,000 tested, 0.16% active; AID 504648; further: potency means the concentration at half of the fitted maximal effect; on the % scale 0 is the no-effect control and ±100 the full control effect
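Cytotoxicity counterscreen: CellTiter-Fluor fluorescence was measured in A549 ARE_Fluc cells after 18-24 h of compound exposure in a concentration series. The subsequent BugLite luminescent read reports ARE-luciferase activity.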
Nrf2 ARE act – Nrf2 pathway activation | AREc32 ARE-luciferase reporter (MCF7-derived line), luminescence, 24 h | Potency, µM (doses to about 46.1 µM), for inactives: top-dose activation, hits mostly activators | 410,000 tested, 0.31% active | AID 624171; further: potency means the concentration at half of the fitted maximal effect; % of control where 0% means no effect; nearly all actives have a fitted effect of over 65% in size
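For detection, Steady-Glo was added and plates sat 30 min at RT; before that, AREc32_Fluc cells grown overnight in OPTI-MEM/5% FBS had been treated with 23 nL compound for 24 hr at 37 deg C.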
ATXN2 expr inh – reduces ATXN2 reporter expression in HEK-293 cells. HEK-293 ATXN2-luciferase reporter, luminescence, 24 h. Potency, µM (titrated, usually from 57 µM), for inactives: at the highest dose activity change, negative = inhibition, most hits filed as inhibitors. 360,000 tested, 0.72% active; further: potency means the concentration at half of the fitted maximal effect; on the % scale 0 is the no-effect control and ±100 the full control effect; nearly all actives have a fitted effect of over 55% in size
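qHTS (up to 57 uM final) was run with 24 h compound exposure of reporter cells at 37 °C. Each well was multiplexed: SteadyGlo luminescence measured ATXN2-luciferase expression after a fluorogenic Gly-Phe-AFC viability readout (25 uM final).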
S2 tox – cell viability loss in ATXN counter-screen. Potency, µM (series often up to 56.7 µM), hits mostly cytotoxic. 400,000 tested, 0.49% active. AID 651635. S2 cells (HEK-293 line with an ATXN2-luciferase reporter) viability, CellTiter-Fluor protease fluorescence, 24 h; further: potency means the concentration at half of the fitted maximal effect; nearly all actives have a fitted effect of over 40% in size
The depositor's hits bear a star; i = inactive; ? = inconclusive; . = no result given; [ ] = another dose, or the depositor's remark. Unless noted, the call rests on the fitted dose curve; in most records, active means well fitted curve in the direction sought with a large enough effect; inconclusive means small, poorly fitted or top-dose-only effect, or another doubt; inactive means no such curve, though single readings can be large; an effect the other way counts as inactive or inconclusive.

mol	MCF10A rerep	IL-1B inflam inh	HepG2 tox	Nrf2 block	TGFb inhibitor	A549 tox	Nrf2 ARE act	ATXN2 expr inh	S2 tox
CNS(=O)(=O)c1ccc(C(=O)NCC(=O)NCCC(c2ccccc2)c2ccccc2)cc1	-3.4%	0.0	1.4%	-5.1%	-0.2%	3.0%	-0.8%	12.0%	i
CCOc1nc2cnccc2n(CC(=O)Nc2ccccc2C(=O)OC)c1=O	-0.9%	-0.1	-1.9%	0.1%	0.7%	-2.4%	-0.8%	.	i
CC(=O)OC1CCC2C3CCC4=CC(=O)CCC4(C)C3CCC2(C)[C@]1(C)O (stereo partly specified)	-17.2%	.	-7.7%	-12.9%	-12.5%	-0.7%	-0.3%	9.4%	i
COC(=O)c1ccc(CNC(=O)CSc2nc3sc(C)c(C)c3c(=O)n2C)o1	3.8%	19.2	-3.2%	?	0.2%	-10.8%	-0.3%	4.1%	i
CC1Cc2ccccc2N1CC(=O)Nc1ccc(N2CCOCC2)cc1 (stereo unspecified)	-0.4%	-12.7	-10.0%	-0.2%	-5.7%	5.8%	-0.2%	-13.8%	i
COc1ccc(-c2coc3c(C(=O)NC(C)C)cccc23)c(C)c1	.	-10.6	-16.7%	.	-1.8%	.	0.0%[9.22 µM]	?	?
CCC(C(=O)OC)n1cnc2c(nnn2-c2cccc(Cl)c2)c1=O (stereo unspecified)	6.9%	32.5	-4.0%	-4.7%	-20.6%	-9.7%	0.3%	4.7%	i
COc1ccccc1NS(=O)(=O)c1ccc(C)c(NC(=O)c2c(C)noc2C)c1	2.3%	-10.5	-6.3%	2.0%	-1.7%	12.5%	-0.1%	.	.

Part of the list above, field by field.
COC(=O)c1ccc(CNC(=O)CSc2nc3sc(C)c(C)c3c(=O)n2C)o1
  MCF10A rerep = 3.8% | IL-1B inflam inh = 19.2 | HepG2 tox = -3.2% | Nrf2 block = ? | TGFb inhibitor = 0.2% | A549 tox = -10.8% | Nrf2 ARE act = -0.3% | ATXN2 expr inh = 4.1% | S2 tox = i

CC(=O)OC1CCC2C3CCC4=CC(=O)CCC4(C)C3CCC2(C)[C@]1(C)O (stereo partly specified)
  MCF10A rerep = -17.2% | IL-1B inflam inh = . | HepG2 tox = -7.7% | Nrf2 block = -12.9% | TGFb inhibitor = -12.5% | A549 tox = -0.7% | Nrf2 ARE act = -0.3% | ATXN2 expr inh = 9.4% | S2 tox = i

CCOc1nc2cnccc2n(CC(=O)Nc2ccccc2C(=O)OC)c1=O
  MCF10A rerep = -0.9% | IL-1B inflam inh = -0.1 | HepG2 tox = -1.9% | Nrf2 block = 0.1% | TGFb inhibitor = 0.7% | A549 tox = -2.4% | Nrf2 ARE act = -0.8% | ATXN2 expr inh = . | S2 tox = i

Next section:
mol	MCF10A rerep	IL-1B inflam inh	HepG2 tox	Nrf2 block	TGFb inhibitor	A549 tox	Nrf2 ARE act	ATXN2 expr inh	S2 tox
Cc1cccc(OCC(O)CN2CCN(c3ccccn3)CC2)c1C (stereo unspecified)	5.3%	-8.3	-31.6%	9.7%	-19.0%	0.8%	-0.4%	-10.7%	i
CC(C)(C)OC(=O)CNC(=O)c1[nH]cnc1C(=O)NCC(=O)OCc1ccccc1	18.6%	14.1	-2.3%	-23.6%	3.4%	-1.2%	-1.2%	-5.1%	i
COc1ccc(NC(=O)c2oc3ccccc3c2NC(=O)COc2ccc(C(C)C)cc2)c(OC)c1	.	.	-10.2%	-4.5%	-10.0%	4.1%	0.5%	0.9%	i
O=C(Cc1csc(N2CCOCC2)n1)N/N=C/c1ccccc1C(=O)O	-2.0%	-9.8	-28.5%	0.0%	-23.1%	-2.3%	-0.2%	.	.
COc1cc(OC)cc(-c2nc3cc(C)ccc3o2)c1	16.9%	-3.9	-38.7%	?	8.4%	-25.7%	?	82.7%[activator]	i
Cc1cc(C)c(S(=O)(=O)N2CCN(S(=O)(=O)N3CCOCC3)CC2)c(C)c1	0.8%	9.4	-2.7%	-13.9%	8.7%	1.7%	-0.9%	-6.8%	i
N#Cc1ccccc1CSc1nnc(-c2ccc(Br)cc2)o1	.	.	3.2%	?	25.0%	0.8%	0.8%	91.5%[activator]	i
Cc1ccc(OCCCCN2CCCCC2)c(Br)c1	29.5%	-20.5	-62.7%	3.7%	-28.3%	-14.2%	3.4%	-9.5%	i
Cc1nc2ccccc2c2nc3ccccc3n12	?	-6.1	-1.8%	-4.3%	-8.1%	-4.6%	?	27.9%	i
O=C(Nc1ccc(F)cc1)N1CCN(C/C=C/c2ccccc2)CC1	-1.6%	-14.4	-7.2%	-9.7%	-28.1%	10.8%	0.4%	3.1%	i
CCSc1nnc2ccc(-c3cccs3)nn12	-0.2%	-23.4	-10.4%	7.1%	-10.4%	4.1%	21.0%	4.1%	i
COC(=O)C1CCN(C(=O)c2sc3nc(-c4ccccc4)cn3c2C)CC1	3.7%	28.8	-10.8%	26.8%	-6.5%	-3.5%	-0.2%	.	.
Cc1cc(C(=O)OCC(=O)N2CCCC2)c2ccccc2n1	-8.6%	-8.1	-2.9%	-9.4%	-0.1%	12.1%	0.0%	0.6%	i
CCc1ccccc1NC1=NCC(=O)N1C1CCCC1	0.2%	2.3	-3.4%	-0.4%	-1.7%	1.1%	-0.2%	-1.3%	i
Cc1ccc(NC(=S)NNC(C)(C)C)cc1	-1.2%	.	-37.2%	7.1%	-82.0%	-1.0%	21.7%	9.6%	i
Cc1ccc(OCC(=O)Nc2cccc3nsnc23)c(C)c1	?	25.3	-7.2%	.	-2.1%	17.1%	6.3%	42.1%[activator]	i
Cc1ccc2c(c1)-c1nc(-c3ccc4c(c3)NC(=O)CO4)cc(-c3ccc(Cl)cc3)c1CO2	.	.	2.4%	20.4%	?	0.4%	0.2%	-7.1%	i
CC(C(=O)OCC(=O)c1ccc([N+](=O)[O-])cc1)N1C(=O)C2C3C=CC(C3)C2C1=O (stereo unspecified)	2.6%	-55.8*	-20.1%	0.0%	-23.4%	5.6%	3.1%	-7.1%	i
NCC(=O)NCC(=O)NC1(C(=O)O)CCCC1	-1.9%	0.8	8.2%	8.8%	-29.6%	-3.0%	-0.2%	7.8%	i
CCCC(=O)Nc1nc2nc(C)cc(=O)n2[nH]1	-1.4%	11.7	6.3%	-1.9%	3.7%	6.7%	0.2%	2.0%	i
Cc1cc(C(=O)Nc2ccncc2)c(C)o1	1.6%	-6.9	-4.8%	-11.8%	-6.2%	-4.4%	0.8%	5.6%	i
CC(C)c1ccc(/C=N/NC(=O)c2c(Cl)cnn2C)cc1	3.1%	-8.4	-1.5%	?	-17.1%	-3.0%	-0.1%	44.0%[activator]	?
Cc1cc(C)n(Cc2cccc(C(=O)N/N=C/c3ccncc3)c2)n1	0.3%	25.6	-14.3%	10.7%	-16.4%	1.1%	-0.3%	16.1%	i
CCOC(=O)C1CCN(C(=O)CCNC(=O)Cn2cnc3ccccc3c2=O)CC1	3.4%	-16.6	-20.6%	3.1%	0.0%	-0.6%	0.1%	0.8%	i
Cc1cccc(NC(=O)c2cc(-c3ccc(C)c(C)c3O)n[nH]2)c1	110.9%	0.9	-25.4%	?	-19.4%	1.2%	5.3%	19.9%	i
Nc1ccc2c(c1)CCC2=O	-19.0%	3.2	-29.5%	.	-3.0%	-2.3%	-0.2%	28.2%	i
CC(C)COP(=O)(OCC(C)C)C(O)c1ccc(N(C)C)cc1 (stereo unspecified)	8.1%	8.3	-13.4%	-4.1%	-26.8%	-8.2%	-0.6%	-5.5%	?
Cc1cc2c(ncn2Cc2ccccc2)c([N+](=O)[O-])c1C	14.2%	3.9	0.5%	?	-20.9%	-10.7%	0.3%	4.6%	i
CCOc1ccccc1N(C(=O)c1snc(C(N)=O)c1N)C(C(=O)NCc1ccccc1)c1ccc(O)cc1 (stereo unspecified)	?	-67.4*	-9.4%	?	-14.0%	-17.9%	5.5%	-14.5%	i
Cc1cnc(NC(=O)C2CCCO2)s1 (stereo unspecified)	-8.6%	9.1	-89.3%	2.6%	?	1.9%	0.2%	7.6%	i
CC1CN(Cc2ccccc2)c2nc3c(c(=O)n(C)c(=O)n3C)n2C1 (stereo unspecified)	2.2%	2.8	0.9%	.	6.6%	-4.7%	-0.3%	12.6%	?
Cc1cccc(C(=O)O)c1NC(=O)c1ccc(F)cc1	?	30.1	0.3%	0.2%	3.1%	-4.4%	-0.2%	7.2%	i
CC(=O)Nc1ccc(S(=O)(=O)N2CCN(Cc3nc4sc(C)c(C)c4c(=O)[nH]3)CC2)cc1	0.2%	26.6	-7.3%	-0.1%	?	4.8%	-1.1%	-11.7%	i
CC1(NC(=O)CSc2nnc(-c3c[nH]c4ccccc34)n2C2CC2)CCS(=O)(=O)C1 (stereo unspecified)	0.8%	4.4	10.7%	-5.2%	14.7%	-3.5%	-0.7%	.	i
Cc1ccc(NC(=O)C2CCCCC2C(=O)O)cc1C (stereo unspecified)	7.2%	61.5	-65.8%	-0.7%	-22.1%	?	-0.5%	.	i
Cc1ccc(S(=O)(=O)NCCc2cn3nc(C)c(C)nc3n2)cc1C	-65.2%[inhibitor]	-1.0	11.6%	-8.8%	3.3%	5.6%	0.4%	23.5%	.
Cc1ccc(S(=O)(=O)N(C)CCCC(=O)Nc2ccc(F)cc2)cc1	0.9%	1.2	-12.0%	-20.0%	-20.9%	-2.4%	2.2%	-13.7%	i
